Screens as filed in PubChem.
MazF activator = activators of E. coli MazEF toxin-antitoxin RNase; activation, % at 20 µM; AID 504720; FAM/BHQ RNA-DNA oligo cleavage fluorescence, 5 h; 350,000 compounds, 0.32% hits; in the data active means activation above about 50%
Target sequence (P0AE70 whole entry, looked up): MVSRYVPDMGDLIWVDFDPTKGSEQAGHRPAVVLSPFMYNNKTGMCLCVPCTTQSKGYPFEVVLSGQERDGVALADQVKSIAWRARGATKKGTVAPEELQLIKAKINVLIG
PriA SSB inh = K. pneumoniae PriA-SSBct interaction inhibition; inhibition, % at 33 µM; AlphaScreen SSBct-PriA binding, biotinylated peptide; 430,000 compounds, 0.6% hits; in the data active means inhibition mostly above about 37%, no sharp cut-off; inactive means mostly below about 20%;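 further: plate controls were negative control peptide for no effect and reference peptide for full effect; strong numbers were not always called active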
DUSP3 inh = DUSP3 (human) phosphatase inhibition. P51452. recombinant VHR phosphatase, pNPP absorbance. inhibition, % at 13.3 µM. 290,000 compounds, 0.52% hits; in the data active means inhibition above about 50%; further: some compounds called inactive have numbers as strong as hits
Target sequence (P51452 whole entry, looked up): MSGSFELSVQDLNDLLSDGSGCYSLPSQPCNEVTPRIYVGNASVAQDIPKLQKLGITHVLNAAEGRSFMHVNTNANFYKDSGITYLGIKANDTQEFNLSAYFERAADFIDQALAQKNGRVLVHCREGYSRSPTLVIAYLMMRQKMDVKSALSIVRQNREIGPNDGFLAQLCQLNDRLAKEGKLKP
BH1578 lux ind = induces V. cholerae light production without autoinducers. V. cholerae BH1578 lux reporter, luminescence, 6 h. activation, % at 18.7 µM. 350,000 compounds, 0.16% hits. AID 588436; in the data active means activation mostly above about 9.7%, no sharp cut-off; further: not every result past the cut was called active; inactives centre near 0; reference of the scale not given here
TcdB GH inh = inhibitors of Clostridioides difficile toxin B glycohydrolase. P18177. TcdB glycohydrolase enzymatic assay, plate reader. inhibition, % at 9.99 µM. 350,000 compounds, 0.24% hits. AID 652162; in the data active means inhibition above about 10%
Rv3671c inh = inhibitors of M. tuberculosis serine protease Rv3671c | AID 2606 | 320,000 compounds, 0.048% hits | inhibition, % at 5.96 µM | P9WHR9; in the data active means inhibition above about 38%;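 further: extracellular domain of Rv3671c used as enzyme; 0% = enzyme with DMSO and 100% = no enzyme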
Target sequence (P9WHR9 whole entry, looked up, the tested form may be a part): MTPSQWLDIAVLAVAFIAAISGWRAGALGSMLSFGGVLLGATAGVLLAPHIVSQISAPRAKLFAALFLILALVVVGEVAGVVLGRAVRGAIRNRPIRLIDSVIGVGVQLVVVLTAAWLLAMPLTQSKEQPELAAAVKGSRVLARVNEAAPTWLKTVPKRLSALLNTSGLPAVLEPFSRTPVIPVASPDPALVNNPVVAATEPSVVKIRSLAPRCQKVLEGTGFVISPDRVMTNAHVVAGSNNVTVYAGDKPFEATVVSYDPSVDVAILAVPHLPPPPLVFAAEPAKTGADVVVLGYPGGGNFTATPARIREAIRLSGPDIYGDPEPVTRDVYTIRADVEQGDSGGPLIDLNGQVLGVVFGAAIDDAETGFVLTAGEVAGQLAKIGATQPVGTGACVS
PrPC TRFRET = reduces human prion protein on the cell surface; inhibition, % at 13.8 µM; P04156; cell surface PrPC, TR-FRET read-out; 370,000 compounds, 0.43% hits; in the data active means inhibition above about 24%; further: 0% = median of the test wells and 100% = reference compound wells
3CLpro inhibitor = SARS-CoV 3CLpro protease inhibition. P0C6X7. 290,000 compounds, 0.14% hits. inhibition, % at 6 µM. recombinant SARS-CoV 3CLpro, quenched FRET peptide cleavage; in the data active means inhibition above about 12%
Y pestis TopoI = blocks Yersinia pestis topoisomerase I activity; activity, % at 10 µM; 360,000 compounds, 0.064% hits; Y. pestis Topo-I cleavage product accumulation, plate reader; in the data active means activity above about 50%, passing the limit was not always enough; further: inactives centre near 2
CCHF vOTU inh = blocks the CCHF virus ovarian tumor domain protease; CCHFV vOTU protease, Pep-AMC fluorescence; inhibition, % at 11.5 µM; 370,000 compounds, 0.55% hits; in the data active means inhibition above about 30%; further: 0% = vehicle wells with enzyme and 100% = no enzyme wells
An asterisk follows results filed as active; i = inactive; . = no result given; & = joins results of further samples. A portion of the library; count on the stated rates, not on these rows.

Start of the listing, in advance:
SMILES | MazF activator | PriA SSB inh | DUSP3 inh | BH1578 lux ind | TcdB GH inh | Rv3671c inh | PrPC TRFRET | 3CLpro inhibitor | Y pestis TopoI | CCHF vOTU inh
C=CCOc1ccccc1C(=O)/C=C1/C(=O)Nc2ccccc21 | 9 | -4 | 36 | 0.8 | -0.4 | -4 | 3 | -4 | -4 | 5
O=C(/C=C/c1cccc([N+](=O)[O-])c1)NCCSCc1ccc(Cl)cc1Cl | -3 | 1 | -11 | i | . | -18 | -3 | 0 | 1 | 2
O=C1N[C@@H](c2ccccc2)COC(=O)[C@@H](Cc2ccc(F)cc2)C/C=C\C[C@H]1CC(=O)N(CCO)Cc1ccccc1 | 1 | 11 | . | 5.0 | 1.1 | 2 | -8 | . | -3 | 0
CN(C)c1ccc(C(CNS(=O)(=O)c2ccc(F)c(F)c2)c2c[nH]c3ccccc23)cc1 (configuration not stated) | 13 | 61 | -7 | -0.2 | . | 6 | 2 | 1 | -6 | 21
COc1ccc(CNC(=O)CCCOc2cc(=O)n(C)c3ccccc23)cc1 | 4 | -8 | 33 | -1.6 | . | -2 | 2 | -2 | 4 | -8
CCn1c(CNC(=O)Cc2ccc(OC)cc2)nnc1SCC(=O)NC1CCCCC1 | 5 | -12 | -17 | -0.4 | . | -4 | 5 | 5 | 0 | -1

The listing, from the first entry:
SMILES | MazF activator | PriA SSB inh | DUSP3 inh | BH1578 lux ind | TcdB GH inh | Rv3671c inh | PrPC TRFRET | 3CLpro inhibitor | Y pestis TopoI | CCHF vOTU inh
C=CCOc1ccccc1C(=O)/C=C1/C(=O)Nc2ccccc21 | 9 | -4 | 36 | 0.8 | -0.4 | -4 | 3 | -4 | -4 | 5
O=C(/C=C/c1cccc([N+](=O)[O-])c1)NCCSCc1ccc(Cl)cc1Cl | -3 | 1 | -11 | i | . | -18 | -3 | 0 | 1 | 2
O=C1N[C@@H](c2ccccc2)COC(=O)[C@@H](Cc2ccc(F)cc2)C/C=C\C[C@H]1CC(=O)N(CCO)Cc1ccccc1 | 1 | 11 | . | 5.0 | 1.1 | 2 | -8 | . | -3 | 0
CN(C)c1ccc(C(CNS(=O)(=O)c2ccc(F)c(F)c2)c2c[nH]c3ccccc23)cc1 (configuration not stated) | 13 | 61 | -7 | -0.2 | . | 6 | 2 | 1 | -6 | 21
COc1ccc(CNC(=O)CCCOc2cc(=O)n(C)c3ccccc23)cc1 | 4 | -8 | 33 | -1.6 | . | -2 | 2 | -2 | 4 | -8
CCn1c(CNC(=O)Cc2ccc(OC)cc2)nnc1SCC(=O)NC1CCCCC1 | 5 | -12 | -17 | -0.4 | . | -4 | 5 | 5 | 0 | -1
O=C(COC(=O)c1ncc(Cl)c(Cl)c1Cl)NC(=O)NCc1ccccc1 | 0 | 4 | 18 | 2.1 | 1.7 | -3 | 3 | -4 | 0 | -8
O=C(CCSc1nnc(-c2ccncc2)o1)Nc1cccc2ccccc12 | -4 | -12 | -1 | -0.5 | . | -5 | 2 | 4 | -12 | 3
O=C(CCn1c(=O)[nH]c2ccsc2c1=O)NCCc1ccc(Cl)cc1 | 2 | -13 | 18 | -0.4 | . | -5 | 6 | 2 | -1 | -12
COC(=O)c1ccccc1S(=O)(=O)N1CCC(C(=O)OCc2ccc([N+](=O)[O-])cc2)CC1 | -1 | -5 | . | -1.4 | 1.1 | 2 | -10 | . | 42 | -33
CC(=O)c1c(C(C)=O)c(C)n(-c2ccc(C)c(NC(=O)c3ccccc3Cl)c2)c1C | 1 | -5 | 22 | i | 3.9 | 4 | 1 | -2 | 15 | -7
COc1ccc(-n2c(O)c(/C=C3\C=Nc4ccccc43)c(=O)[nH]c2=O)cc1 | 304* | . | 1 | 3.1 | 0.6 | . | 0 | -5 | -1 | 4
Cc1c(C(=O)OCC2CCCO2)[nH]c2c1C(=O)CC(c1ccco1)C2 (configuration not stated) | 1 | -20 | 6 | -1.0 | . | 1 | . | 3 | 4 | .
CC(C)CC(C(=O)NC1CCCCC1)N(Cc1ccccc1)C(=O)c1snc(C(N)=O)c1N (configuration not stated) | -2 | 3 | 58* | 0.7 | 1.9 | -9 | 2 | 2 | 2 | 10
Cc1ccccc1C(=O)c1cccn1CC(=O)N1CCCCC1 | -4 | -12 | 35 | 0.3 | 0.0 | 2 | -2 | -2 | -6 | 3
C=Cc1ccc(Cn2c(C)c(C(=O)NCc3ccc4c(c3)OCCO4)sc2=O)cc1 | . | . | . | i | 1.6 | . | 7 | . | 38 | -2
Cc1ccc(N/N=C/c2ccc3c(c2)OCCO3)cc1Cl | 10 | . | -18 | -0.3 | . | -7 | 12 | 3 | -24 | -11
CCC(C)[C@@H](C(=O)N1CCNCC1)n1cc(CCCN=C(N)N)nn1 (some centres not stated) | 3 | 0 | 0 | -0.8 | -2.4 | -12 | -6 | 3 | -9 | -6
CN(CC(=O)N1CCN(c2ccccn2)CC1)S(=O)(=O)c1ccc(Cl)cc1 | 3 | 0 | 17 | -0.3 | 0.1 | -3 | 3 | 3 | 6 | -4
CC1CCN(C(=O)c2ccc([N+](=O)[O-])o2)CC1 | 10 | -14 | -29 | -0.2 | 1.8 | -6 | -27 | 2 | 8 | 4
COc1ccc(NN=Nc2nc3c([nH]2)c(=O)n(C)c(=O)n3C)cc1 | 0 | -1 | 12 | -0.3 | -1.6 | 0 | -2 | 1 | 1 | -13
O=S(=O)(c1cccc(S(=O)(=O)N2CCOCC2)c1)N1CCCCC1 | -4 | -2 | -10 | 1.4 | . | 5 | 6 | -2 | 9 | -9
COc1ccc(CCNS(=O)(=O)c2cn(C)nc2C)cc1 | -9 | -2 | -6 | -5.6 | 2.2 | 0 | 2 | -2 | 5 | 4
CCCN=Cc1sc2ccc(OCC)cc2c1O | 3 | 14 | 15 | -0.4 | . | -4 | 9 | 4 | 4 | 5
CCOc1ccccc1N(CC(=O)Nc1cc(OC)ccc1OC)S(C)(=O)=O | -16 | 5 | 9 | i | . | 7 | -6 | 8 | 18 | 7
CCCOc1ccc(NCC(=O)Nc2ccc(C)cc2C)cc1 | 1 | 10 | 9 | -0.3 | . | 5 | 0 | 4 | -5 | -1
Cc1cc(OC(=O)c2c(Cl)cc(Cl)cc2Cl)nc(C)n1 | -12 | -11 | 17 | -4.0 | . | 2 | 10 | -3 | 0 | 0
COc1cccc(NC(=O)CCC2CCN(C(=O)c3ccc(C(C)=O)s3)CC2)c1 | 6 | -2 | 2 | i | 0.8 | 9 | 7 | -2 | 19 | 1
Cc1cccc(OCC(=O)OCC(=O)Nc2sccc2C(N)=O)c1 | 3 | -5 | . | 0.0 | 0.0 | -3 | -2 | . | -4 | 2
CCOc1ccc(N=NC2C(=O)N(C(N)=S)N=C2C)cc1 (configuration not stated) | -1 | 1 | 20 | i | 0.3 | 10 | -11 | -1 | -1 | 19
CCOC(=O)c1ccc(NC(=O)Cc2coc3cc4c(cc23)CCC4)cc1 | -1 | 1 | -4 | -2.3 | 0.7 | -69 | 2 | 0 | 3 | 14
Cc1ccccc1OCCNc1cc(N2CCCCC2)ccc1[N+](=O)[O-] | -11 | -11 | 1 | -0.3 | . | -6 | 8 | 6 | 13 | 18
COc1ccc(C)cc1S(=O)(=O)NCCc1ccccc1 | -2 | -14 | 26 | -0.4 | . | 1 | -4 | 4 | 2 | -8
NC1=NC(=O)CC(C(=O)NCc2ccccc2)S1 (configuration not stated) | 4 | 16 | 11 | -0.3 | . | -3 | 7 | 0 | -7 | 6
CCN1CCN(Cc2ccc(NC(=O)c3ccc(C)c(NC(=O)C4=NN(c5ccccc5)C(=O)C4)c3)cc2C(F)(F)F)CC1 | 9&2 | 4 | 7 | -0.2&-0.9 | 0.9&1.4 | 16 | -2&-6 | . | 5&-8 | 15&1
COc1ccc(NC(=O)c2cccc(OS(=O)(=O)N(C)C)c2)cc1 | 0 | -1 | 17 | 0.0 | 2.3 | -5 | 9 | -5 | -8 | 3
Cc1c(C)c2c(OCC(=O)NCc3ccco3)cc3c(c2oc1=O)CCC(C)(C)O3 | -6 | -6 | 1 | -0.5 | 0.0 | -3 | 7 | 2 | -1 | 1
c1ccc2[nH]c(C3CC3)nc2c1 | -4 | -36&3&-5 | 18 | i | -0.4 | -3 | 4 | 3 | 10 | -10
O=c1[nH]c2ccc(Cl)cc2c(-c2ccccc2)c1N1CCN(c2ccccn2)CC1 | -23 | -5 | 15 | -1.6 | -5.7 | 15 | -2 | -3 | 1 | -13
Cc1[nH]nc(C(=O)NN=Cc2ccccc2Cl)c1N=NN(C)C | -20 | -8 | . | 28 | 1.4 | . | 0 | . | 2 | -8
CCOc1cc(C)nc(N2CCC(C(=O)NCC3CCCO3)CC2)n1 (configuration not stated) | -6 | -6 | . | -3.2 | 3.4 | . | 2 | . | -2 | 5
CCOc1ccc(N2CC(C(=O)N3CCCCCC3)CC2=O)cc1 (configuration not stated) | 10 | -9 | 26 | 1.8 | 0.7 | -6 | 10 | -5 | -1 | 2
O=C(Nc1ccc2nc(-c3ccco3)c(-c3ccco3)nc2c1)N1CCCCCC1 | -2 | 3 | 17 | . | . | 18 | . | -3 | . | .
COC(=O)c1cc(Cl)cc(Cl)c1OS(=O)(=O)N(C)C | 1 | -24 | 12 | -0.3 | 2.7 | 7 | -4 | 1 | -7 | -9
Cn1c(SCC(=O)NC2CCCCCC2)nnc1-c1ccco1 | -5 | -5 | 44 | -0.7 | -0.6 | -4 | 4 | 2 | 10 | 3
CCOc1ccccc1NC(=O)COc1coc(CN2CCc3ccccc3C2)cc1=O | 0 | 1 | . | i | 1.0 | 7 | 11 | . | 36 | 12
O=C(CS(=O)(=O)c1ccccc1)c1cc2cc(F)ccc2oc1=O | -3 | -8 | 12 | -0.2 | . | 4 | . | -4 | -13 | .
Cc1cc2c(cc1C)C(=O)CCC2 | 3 | . | . | -0.6 | 2.7 | . | 1 | . | 3 | 10
COc1cccc(-c2ccc(NC(=O)C3CCCN(Cc4cccc(C)n4)C3)cc2)c1 (configuration not stated) | -5 | . | . | i | 1.0 | . | -2 | . | 26 | 2
c1ccc(Nc2nc(CSc3ncn[nH]3)cs2)cc1 | 4 | 4 | -15 | -0.5 | 4.0 | 4 | 5 | 10 | -7 | -7
CC(C)NC(=O)c1cc(C2CCCCN2S(=O)(=O)c2ccc(C#N)cc2)on1 (configuration not stated) | . | . | . | 0.1 | 0.3 | . | -1 | . | 3 | -14
CCN1CCN(c2ccc(NC(=O)c3ccco3)cc2)CC1 | 8 | -9 | 24 | 0.7 | 0.4 | -6 | -1 | 0 | 10 | 9
CCN1CCCC1CNC(=O)C1c2cc(OC)c(OC)cc2C(=O)N(C)C1c1cccnc1 (configuration not stated) | 5 | -15 | 17 | -0.3 | . | 0 | 0 | 0 | 2 | 0
CC(/C=C/c1ccc(O)cc1)=NNc1ccccc1 | 8 | 11 | . | -5.9 | 6.5 | . | 5 | . | -26 | -4
